Tau fluor cs – counter-screen for tau fibril formation inhibitors. AID 1463. Potency, µM (series often up to 57.7 µM), for the others: at the highest dose activity change, negative = decrease. tau K18 P301L Alexa594 fluorescence, heparin fibrillization. 280,000 tested, 0.93% active; also: % is scaled to controls: 0 for no effect and ±100 for the full control effect; nearly all actives have a fitted effect of over 55% in size
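Human tau K18 P301L (15 uM unlabeled, 0.24 uM Alexa 594-labeled) in 100 mM sodium acetate pH 7 with 20 uM heparin, 6 hr at 37 C. ThT 30 uM added, 1 hr ambient; Alexa 594 FP and total fluorescence read at 555/632 nm.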
Tau FP inhib – inhibitors of human tau fibril formation; P10636; K18 P301L tau heparin fibrillization, Alexa594 FP, 6 h; Potency, µM (doses to about 57.7 µM), inactives show top-dose activity, negative = inhibition, actives largely listed as inhibitors; 280,000 tested, 0.39% active; also: % is scaled to controls: 0 for no effect and ±100 for the full control effect; nearly all actives have a fitted effect of over 55% in size
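Human K18 P301L fragment (15 uM unlabeled plus 0.24 uM Alexa 594-labeled) in 100 mM sodium acetate pH 7 with compound, aggregation induced by 20 uM heparin for 6 hr at 37 C. ThT (30 uM) added for 1 hr, then Alexa 594 FP read.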
TRb-SRC2 inh – disrupts binding of human TR beta to SRC2 | 280,000 tested, 0.065% active | TRbeta-SRC2 peptide binding, fluorescence polarization; receptor liganded with 1 µM T3 | Potency, µM (titrated, usually from 106 µM), for inactives: at the highest dose activity change, negative = inhibition, actives largely listed as inhibitors | P10828;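 also: plate controls were bound peptide for no effect and peptide without receptor for full effect; nearly all actives have a fitted effect of over 50% in size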
Target sequence (P10828 whole entry, looked up): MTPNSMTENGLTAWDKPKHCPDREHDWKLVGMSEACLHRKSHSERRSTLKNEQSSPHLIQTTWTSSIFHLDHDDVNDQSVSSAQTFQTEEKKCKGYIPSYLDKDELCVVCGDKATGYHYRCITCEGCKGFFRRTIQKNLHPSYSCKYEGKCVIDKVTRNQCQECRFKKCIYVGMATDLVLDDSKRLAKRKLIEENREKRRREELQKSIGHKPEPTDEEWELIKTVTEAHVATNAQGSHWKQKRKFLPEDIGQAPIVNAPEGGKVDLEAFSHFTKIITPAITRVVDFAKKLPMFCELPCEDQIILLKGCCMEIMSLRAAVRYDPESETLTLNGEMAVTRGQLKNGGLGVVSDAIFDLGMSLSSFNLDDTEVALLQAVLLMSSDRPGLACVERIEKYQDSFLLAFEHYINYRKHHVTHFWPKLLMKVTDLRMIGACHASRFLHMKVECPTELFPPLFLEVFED
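Fluorescence polarization of 20 nM Texas Red SRC2 peptide with 0.6 uM human TRb ligand-binding domain, in Tris buffer with 1uM T3 and 5% DMSO. Incubated 5 hr ambient; normalized to unbound and bound controls.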
HTT cytoprotect – cytoprotection in Huntington HTT-Q103 PC12 cell model | PC12 HTT-Q103 induced, cytoprotection, ATP luminescence, 40 h | Potency, µM (doses to about 56.4 µM), inactives show cytoprotection (ATP increase), usual class: activators | 230,000 tested, 0.14% active;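 also: % of control where 0% means no effect; nearly all actives have a fitted effect of over 45% in size; toxic huntingtin expression switched on by the ecdysone agonist tebufenozide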
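Compounds were screened for protection of PC12 cells against cell death after tebufenozide induction (100 nM final) of mutant Huntingtin exon 1 (Q103) fused to GFP.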
Tau fibril ThT – blocks human tau fibril formation measured by thioflavin T; recombinant tau K18 P301L (four-repeat tau fragment), heparin-induced fibrillization, ThT fluorescence; Potency, µM (highest dose often 57.4 µM), for the others: at the top dose activity, negative = inhibition, actives largely listed as inhibitors; 270,000 tested, 2.1% active; also: % is scaled to controls: 0 for no effect and ±100 for the full control effect; nearly all actives have a fitted effect of over 55% in size
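Recombinant human tau K18 fragment […] carrying P301L, 15 uM unlabeled plus 0.24 uM Alexa 594-labeled, was fibrillized with 20 uM heparin in 100 mM sodium acetate pH 7 for 6 hr at 37 C; 30 uM ThT fluorescence read after 1 hr.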
TR SRC2 fluor cs – alters Texas Red total fluorescence, flagging assay interference; TRb/SRC2 Texas Red total fluorescence interference; Potency, µM (titrated, usually from 106 µM), inactives show at the top dose fluorescence change, negative = quenching; 280,000 tested, 0.29% active; AID 1479; active = well fitted curve in either direction with a large enough effect; inconclusive = small, poorly fitted or top-dose-only effect; also: % is scaled to controls: 0 for no effect and ±100 for the full control effect
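Flags fluorescent or light-absorbing compounds by total fluorescence, S + 2P, at 555 nm excitation and 632 nm emission. Mixture: 20 nM Texas Red SRC2 peptide, 0.6 uM human TRb LBD, 1 uM T3, 5% DMSO; compound exposure 5 h at ambient temperature.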
RECQ1 helicase – blocks DNA unwinding by human RECQ1. P46063. RECQ1 DNA unwinding, red fluorescence kinetic read. Potency, µM (titrated, usually from 57.3 µM), for inactives: at the top dose activity, negative = inhibition, actives largely listed as inhibitors. 240,000 tested, 0.54% active;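 also: plate controls were vehicle for no effect and no enzyme for full effect; nearly all actives have a fitted effect of over 30% in size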
Target sequence (P46063 whole entry, looked up): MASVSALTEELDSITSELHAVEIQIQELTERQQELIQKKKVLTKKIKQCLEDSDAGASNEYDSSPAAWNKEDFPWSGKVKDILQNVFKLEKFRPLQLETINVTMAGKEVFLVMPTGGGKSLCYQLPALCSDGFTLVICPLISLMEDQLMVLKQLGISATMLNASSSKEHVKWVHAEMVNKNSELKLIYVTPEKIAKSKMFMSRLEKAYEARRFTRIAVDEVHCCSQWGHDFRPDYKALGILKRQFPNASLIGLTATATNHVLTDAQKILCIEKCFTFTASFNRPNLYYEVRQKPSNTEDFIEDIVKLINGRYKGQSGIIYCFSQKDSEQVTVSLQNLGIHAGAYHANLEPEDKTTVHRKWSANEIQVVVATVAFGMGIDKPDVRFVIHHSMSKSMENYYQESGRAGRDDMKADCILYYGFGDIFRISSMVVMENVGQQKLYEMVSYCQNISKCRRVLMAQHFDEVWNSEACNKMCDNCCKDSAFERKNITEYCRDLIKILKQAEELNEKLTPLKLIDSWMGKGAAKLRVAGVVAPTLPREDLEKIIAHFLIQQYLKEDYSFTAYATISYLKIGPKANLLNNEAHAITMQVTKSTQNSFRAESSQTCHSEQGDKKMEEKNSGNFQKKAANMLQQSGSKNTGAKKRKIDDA
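RECQ1T1 50 nM; forked duplex (20 bp + 30-nt ss tails) 200 nM, ATP 2 mM final; pH 8.0, 2 mM MgCl2, 2.5 ug/ml poly(dI-dC); 15 min compound preincubation; discontinuous kinetic read over 2 h at RT.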
L3MBTL1 inh – inhibitors of human L3MBTL1; Q9Y468; AlphaScreen L3MBTL1–H3K9me1 peptide binding; Potency, µM (top dose mostly 57.1 µM), without a hit: at the top dose activity, negative = inhibition, usual class: inhibitors; 230,000 tested, 0.66% active; AID 485360; also: % is scaled to controls: 0 for no effect and ±100 for the full control effect; nearly all actives have a fitted effect of over 60% in size
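AlphaScreen proximity signal between nickel-chelate acceptor and streptavidin donor beads (final 10 ug/mL) reports binding of 50 nM L3MBTL1 to 75 nM biotin-H3 K9me1 peptide; complex incubated with compounds 30 min at room temperature; cefsulodin titration as control.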
Active calls of the source: *; i = inactive; u = inconclusive; x = not tested or not shown; [ ] = another dose, or the depositor's remark. Unless noted, calls follow the shape of the dose curve; as a rule, active = well fitted curve in the direction sought with a large enough effect; inconclusive = small, poorly fitted or top-dose-only effect, or another doubt; inactive = no such curve, though single readings can be large; an effect the other way counts as inactive or inconclusive. Potency is read from the fitted curve at half-maximal effect.

entry	SMILES	L3MBTL1 inh	TR SRC2 fluor cs	Tau fluor cs	Tau fibril ThT	RECQ1 helicase	Tau FP inhib	HTT cytoprotect	TRb-SRC2 inh
1	Cc1ccc(-n2c(=O)c3ccc(C(=O)NCc4ccco4)cc3n(CC(=O)Nc3ccccc3C(F)(F)F)c2=O)cc1	x	-2.3%	5.5%	6.3%	x	u	x	6.6%
2	CC(=O)Nc1ccc(NC(=O)C(C)OC(=O)CCC(=O)c2ccc(F)cc2)cc1 (configuration not stated)	x	3.8%	-0.4%	-8.2%	4.8%	10.7%	3.9%	0.6%
3	C/C(=N\Nc1ccc(F)cc1F)c1ccc(N2CCOCC2)cc1	-18.4%	-1.0%	-23.7%	u	i	-1.3%	1.0%[10 µM]	9.9%
4	N#CCC(=N)N1CCN(c2ccc(Cl)cc2)CC1	-0.3%	-3.1%	u	u	-15.6%	-2.3%	23.0%[10 µM]	-5.1%
5	O=C(N/C(=C/c1ccc(Br)cc1)c1nc2ccccc2[nH]1)c1ccco1	u	-0.1%	-9.9%	-3.0%	-0.1%	-8.3%	9.3%	2.8%
6	O=C(NOC(=O)c1ccccc1F)c1ccc(OC(F)F)cc1	4.5%	-1.3%	-5.5%	-12.1%	i	6.1%	16.2%	-1.6%
7	CCOC(=O)c1ccccc1NC(=O)CSc1cc(C)[nH]c(=O)n1	x	1.7%	4.3%	-5.1%	x	5.7%	x	-4.4%
8	Cc1ccc(CNC(=O)C2(NC(=O)Nc3ccc(C)cc3)CCCCC2)cc1	-8.8%	-2.9%	-8.6%	-3.3%	-11.8%	-11.2%	-12.0%	-4.4%
9	c1ccc(C2=NN(c3ccccc3)CC2)cc1	124.7%[activator]	-0.8%	u	u	-6.0%	7.4%	0.9%[10 µM]	3.2%
10	Cc1cccc(C)c1OCc1nnc(SCC(=O)Nc2nccs2)n1-c1ccccc1	x	-1.3%	-0.8%	-2.8%	-5.2%	-7.1%	-29.0%	-17.9%
11	CCCCC(=O)NC(c1ccco1)c1cc(Cl)c2cccnc2c1O (configuration not stated)	-6.0%	-3.8%	2.8%	1.0%	27.3%	7.7%	13.5%[10 µM]	-3.6%
12	COc1ccc2nc(Cl)c(C3CC(c4ccco4)=NN3C(=O)CCCC(=O)O)cc2c1 (configuration not stated)	-13.9%	-1.5%	-8.3%	-11.3%	-2.5%	-5.1%	-21.6%[10 µM]	-4.7%
13	c1cn2cc(CN3CCOCC3)nc2s1	6.0%	4.1%	4.0%	5.8%	i	5.8%	-20.4%	-2.8%
14	Cc1ccc(S(=O)(=O)Nc2ccc(Oc3cccnc3)nc2)cc1	1.0%	0.2%	-8.7%	-0.4%	-3.9%	-0.4%	-2.8%[10 µM]	5.4%
15	CCOc1ccc(-n2c(=O)c3c4c(sc3n(CC(=O)NC(C)CC)c2=O)CCCCC4)cc1 (configuration not stated)	x	u	2.4%	4.8%	x	-1.2%	x	2.8%
16	O=C(OCc1cc(=O)n2c(n1)sc1ccccc12)c1ccc2c(=O)n3c(nc2c1)CCC3	u	-13.2%	0.1%	u	-21.5%	6.7%	-14.4%	-2.4%
17	Cc1ccc2c(c1)C1C3CCC(C3)C1S(=O)N2 (configuration not stated)	x	1.8%	-2.8%	4.2%	-3.3%	5.2%	-42.8%[inhibitor]	10.4%
18	COc1cccc(/C=N/N2C(=O)CSC2=S)c1O	25.1µM*	0.0%	u	15.8µM*	3.3%	u	x	-2.9%
19	CCOc1cc(C(=O)Nc2ccc3c(c2)OCO3)ccc1OCCOc1ccccc1Cl	x	-1.2%	-14.9%	-5.1%	-7.3%	-6.0%	-16.2%	5.4%
20	CCOC(=O)C(NCc1ccccc1OC)(NC(C)=O)C(F)(F)F (configuration not stated)	-3.0%	1.2%	3.6%	4.6%	-9.8%	0.3%	-14.6%	-8.0%
21	CCn1c(SCC(=O)N2CCCc3ccccc32)nnc1-c1ccco1	-2.7%	-0.8%	1.0%	-8.3%	-4.2%	1.8%	6.9%	0.8%
22	COc1ccccc1-n1cc(C(=O)N2CCCC(CO)(Cc3ccccc3C)C2)cn1 (configuration not stated)	-9.7%	-5.7%	-4.4%	1.0%	i	8.3%	-9.0%	-6.7%
23	CN(C)S(=O)(=O)c1cccc(-c2cn3cc(Cl)ccc3n2)c1	x	-1.1%	-0.9%	-8.4%	-5.4%	-4.4%	-1.0%[10 µM]	-10.2%
24	NC1=NC[C@H](Cc2ccc(O)cc2)N1CCc1cccc(F)c1	x	-0.1%	18.3%	u	i	5.5%	15.6%[10 µM]	-1.8%
25	CCOC(=O)C1(CC2CCCCO2)CCN(S(=O)(=O)c2cc(C)cs2)CC1 (configuration not stated)	-5.9%	0.0%	-20.0%	u	-5.8%	4.6%	-22.5%[10 µM]	-5.5%

Reprinted from the part before: 3 compounds, followed by the next part.
entry	SMILES	L3MBTL1 inh	TR SRC2 fluor cs	Tau fluor cs	Tau fibril ThT	RECQ1 helicase	Tau FP inhib	HTT cytoprotect	TRb-SRC2 inh
23	CN(C)S(=O)(=O)c1cccc(-c2cn3cc(Cl)ccc3n2)c1	x	-1.1%	-0.9%	-8.4%	-5.4%	-4.4%	-1.0%[10 µM]	-10.2%
24	NC1=NC[C@H](Cc2ccc(O)cc2)N1CCc1cccc(F)c1	x	-0.1%	18.3%	u	i	5.5%	15.6%[10 µM]	-1.8%
25	CCOC(=O)C1(CC2CCCCO2)CCN(S(=O)(=O)c2cc(C)cs2)CC1 (configuration not stated)	-5.9%	0.0%	-20.0%	u	-5.8%	4.6%	-22.5%[10 µM]	-5.5%
26	COc1ccc(CCNCC(O)Cn2c3ccccc3c3ccccc32)cc1OC (configuration not stated)	-3.7%	-3.3%	-29.0%	-11.5%	i	-3.6%	-30.8%[inhibitor]	1.6%
27	O=S(=O)(c1ccc(F)c(Cl)c1)N1CCCC1	22.3%	-0.3%	0.9%	7.6%	-0.4%	4.5%	-7.8%[0.074 µM]	6.5%
28	COc1cc(/C=C(\C#N)C(=O)Nc2cccc3ncccc23)ccc1O	1.8%	-1.1%	-6.1%	-9.7%	i	2.7%	-25.4%	-4.0%
29	CC(=O)Nc1ccc(C(=O)NNC(=O)Cc2ccccc2)cc1	9.3%	-3.6%	-3.8%	-5.3%	-3.5%	-6.1%	15.8%[10 µM]	-4.0%
30	CCCOc1ccc(/C=N\NC(=O)CCc2n[nH]c(=O)[nH]c2=O)cc1OC	3.9%	1.9%	0.5%	-10.1%	i	-1.5%	x	4.0%
31	O=C(c1ccccc1F)N1CCN(c2ccc([N+](=O)[O-])c(NCc3cccnc3)c2)CC1	-12.6%	-0.9%	-14.7%	15.8µM*	-7.7%	4.7%	4.2%[10 µM]	-0.8%
32	COc1ccc(NC(=O)C2CCCN(S(=O)(=O)c3cccc4nonc34)C2)cc1Cl (configuration not stated)	x	0.0%	-23.5%	-0.1%	x	-14.4%	x	3.5%
33	Cc1cc(NC(=O)c2c(-c3ccccc3Cl)noc2C)no1	-2.7%	-1.3%	-5.6%	-1.1%	-17.7%	0.8%	-10.5%	1.3%
34	CCN(CC)c1nc(=S)nc(NC(C)(C)C)[nH]1	-2.0%	-1.7%[53 µM]	-0.2%	-2.2%	i	-6.4%	-19.5%	-11.5%[53 µM]
35	CCCc1[nH]nc2c1C(c1ccc(OC(=O)N3CCOCC3)c(OC)c1)C(C#N)=C(N)O2 (configuration not stated)	-2.7%	-1.7%	-3.0%	-9.5%	-12.3%	1.3%	21.6%[10 µM]	-9.0%
36	Cc1nc(-c2ccc(NC(=O)c3ccccc3)cc2)cs1	-1.9%	-5.0%	-10.3%	-7.6%	2.6%	-13.7%[2.34 µM]	11.2%[10 µM]	-2.1%
37	Cc1ccc(S(=O)(=O)CCC(=O)OCC(=O)c2ccc(C)c(C)c2)cc1	10.2%	-5.7%	-9.6%	-11.7%	-2.3%	10.0%	x	-1.9%
38	CC(=O)N1CCN(C(=S)Nc2ccc(SC(F)F)cc2)CC1	6.1%	0.0%	-0.6%	-1.3%	-1.2%	-7.8%	1.3%	2.3%
39	CCN(CC)S(=O)(=O)c1ccc(S(=O)(=O)N2CCN(CCC#N)CC2)cc1	-16.6%	3.7%	2.1%	-2.5%	13.1%	u	16.3%[10 µM]	-16.0%
40	COc1ccc(CC(=O)NNC(=O)CSc2nc(C)c(C)c(=O)[nH]2)cc1	x	-1.1%	-13.6%	-13.9%	-5.2%	-6.0%	-26.2%	-3.4%
41	CCCN(CCC)S(=O)(=O)c1ccc(C(=O)Nc2c(C)n(C)n(-c3ccccc3)c2=O)cc1	12.8%	-2.4%	-2.2%	-0.1%	12.5%	-0.9%	10.3%	-7.2%
42	O=c1[nH]c(/C=C/c2cccnc2)c([N+](=O)[O-])c(=O)[nH]1	x	-6.5%	-0.8%	u	-1.7%	1.8%	29.4%	-1.6%
43	O=C1CC(SC2=NCCS2)C(=O)N1c1ccc(Cl)cc1 (configuration not stated)	1.5%	-0.6%	-8.2%	-3.5%	-5.0%	0.6%	40.7%[10 µM]	4.9%
44	C=CCSc1nnc(-c2cc3c(-c4ccccc4)nn(C)c3s2)n1C	-3.7%	-1.9%	-9.9%	u	-11.6%	1.4%	-47.5%[inhibitor]	4.6%
45	Cc1onc(-c2ccccc2)c1CNC(=O)Nc1cccc(Cl)c1	13.3%	-1.8%	u	-3.9%	-4.8%	u	5.7%[10 µM]	8.5%
46	CC1=C(C(=O)N(C)C)C(c2ccccc2OC(F)F)NC(=O)N1 (configuration not stated)	0.5%[11.4 µM]	4.7%	2.2%	2.0%	i	4.2%	4.8%	-2.5%
47	O=C(c1ccco1)N1CCN(c2ccc([N+](=O)[O-])c(N3CCOCC3)c2)CC1	4.4%	-2.2%	-7.4%	0.0%	11.6%	-6.7%	-2.6%[10 µM]	3.6%

Source: PubChem BioAssay

Some of the compounds tested; count on the stated rates, not on these rows.
